From PubChem BioAssay
TTR transcr act: TTR transcription activators in neuroblastoma reporter cells, primary screen, cell-based, luminescence, SH-SY5Y, TTR promoter Gaussia luciferase. 100% = recombinant luciferase protein wells. activation, % at 16.7 µM. 1.3% of 92,000 active. AID 1117267, 2014;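 active = activation above the mean of all tested compounds plus 3 SD, cut at about 9.5% in these data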;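 note: cells exposed to compounds for one day before reading; 0% = median of all test compound wells on the plate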
Starred values were filed as active, the others as inactive. A portion of the library (hit frequency here may not be typical).

TTR transcr act,SMILES
5.3,CC1(C)C(C(N)=O)C(=O)NC(=O)C1C(N)=O (stereo unspecified)
1.8,Cc1cccc(NC(=O)CCCCC(=O)Nc2cccc(C)c2)c1
0.4,C(=Cc1cccnc1)c1ccncc1
1.4,COc1ccccc1CNC(=O)c1ccccc1NS(C)(=O)=O
-0.2,COc1ccc(NC(=S)N(CCCN2CCOCC2)Cc2cn(C)c3ccccc23)cc1OC
0.2,O=C(CC(=O)Nc1nc(C23CC4CC(CC(C4)C2)C3)cs1)NCCO
0.8,CCCC(Oc1ccc(Br)cc1)c1nc2c3cc(OC)c(OC)cc3nc(=S)n2[nH]1 (stereo unspecified)
2.3,Cc1nc(-c2cc(C#N)c(Sc3cccc(C(F)(F)F)c3)nc2C)cs1
-2.4,O=C(CNCCc1ccc(Cl)cc1)Nc1ccc(C(=O)N2CCCCC2)cc1
4.1,CCOc1ncccc1C(=O)Nc1ccc(F)c(F)c1

Look-ups from the results shown:
Cc1nc(-c2cc(C#N)c(Sc3cccc(C(F)(F)F)c3)nc2C)cs1 | TTR transcr act: 2.3
CCOc1ncccc1C(=O)Nc1ccc(F)c(F)c1 | TTR transcr act: 4.1
CCCC(Oc1ccc(Br)cc1)c1nc2c3cc(OC)c(OC)cc3nc(=S)n2[nH]1 (stereo unspecified) | TTR transcr act: 0.8

Later entries.
TTR transcr act,SMILES
-0.2,COc1ccc(/C=C/C(=O)OCC(=O)Nc2ncc(Cl)cc2Cl)cc1
-0.2,CC1(C)CC(=O)C=C(c2ccc(-c3cccc4c3sc3ccccc34)cc2)C1=O
1.0,Cc1cc(NC(=O)Cn2cc([N+](=O)[O-])cn2)n(Cc2ccc(F)cc2)n1
3.8,CCCCNC(=O)c1onc(CSc2ccccc2CC)c1C(=O)O
0.5,N#CC1=C(N)Oc2cc(O)c(C=Nc3ccccc3)cc2C1c1ccccc1 (stereo unspecified)
-0.6,O=C(Nc1cc(Sc2ccccn2)cc([N+](=O)[O-])c1)c1cccc(Cl)c1
-1.9,O=C(OCc1cn(Cc2cccc(F)c2F)nn1)N1CCOCC1
-0.1,COC(=O)c1ccccc1NC(=O)c1noc2c1CCC2
2.7,O=C(Cc1ccc(Cl)cc1)NCCCn1ccnc1
3.9,Cc1ccc(-n2cc(C(=O)c3ccc4ccccc4c3O)cn2)cc1
1.8,FC(F)(F)c1cc(Cl)c2nnc(-c3cccnc3)n2c1
-1.2,O=C(NNC(=S)NC1CC2C=CC1C2)c1cccnc1 (stereo unspecified)
2.0,CCc1ccc(/C=C2/SC(N3CCOCC3)=NC2=O)cc1
-1.3,CCn1c(CSc2nnc(-c3ccc4c(c3)OCO4)o2)nc2cc(S(=O)(=O)N(C)C)ccc21
-2.0,CC(C)(C)NC(=O)CSC(=Nc1ccccc1F)NC#N
-2.1,CC(C)NC(=O)NC(=O)CSc1nnc(COc2ccccc2Cl)o1
-1.0,Cn1c(-c2ccc(N)cc2)nc2ccccc21
0.4,CCOc1cccc(C(=O)NC(=S)Nc2ccccc2)c1
-0.1,CC(=O)c1ccc(S(=O)(=O)N2CCCC(N(C)CCc3ccccc3)C2)cc1 (stereo unspecified)
-3.4,CCn1cc(S(=O)(=O)Nc2cc(C)ccc2F)cn1
1.6,CN(C(=O)c1ccccc1)c1nccnc1C#N
-1.0,CCCN(CCC)C(=O)CC(c1ccccc1)c1cc(Br)ccc1O (stereo unspecified)
0.5,O=C(Nc1ccc(C(=O)O)cc1)/C(=C\c1ccccc1)NC(=O)c1ccc(Br)cc1
-1.7,N#C/C(=N/Nc1ccccc1[N+](=O)[O-])C(N)=S
6.2,Cc1cccc(Oc2ccccc2NC(=O)c2cnccn2)c1
-3.3,CCCCCc1c(-c2cccc(F)c2)ncn1CCc1ccccc1OC
-1.2,O=C(COc1nncc2ccccc12)NCC(F)(F)F
7.2,Clc1ccc(SCc2cc(-c3ccc(Cl)cc3)on2)cc1
-0.2,NC(=O)c1nsc(C(=O)N(c2ccccc2)C(C(=O)NCC2CCCO2)c2ccc(F)cc2)c1N (stereo unspecified)
1.5,Cc1cc(Nc2ccccc2C(=O)O)n2ncnc2n1

Reprinted at random: 3 entries already listed, in no set order.
TTR transcr act,SMILES
6.2,Cc1cccc(Oc2ccccc2NC(=O)c2cnccn2)c1
0.5,O=C(Nc1ccc(C(=O)O)cc1)/C(=C\c1ccccc1)NC(=O)c1ccc(Br)cc1
-1.7,N#C/C(=N/Nc1ccccc1[N+](=O)[O-])C(N)=S

Going on with the list.
TTR transcr act,SMILES
2.4,CC(C)N(C)CCOC(=O)/C=C/c1ccccc1
-5.4,Cc1noc(C)c1COc1ccc(C(=O)OCC(=O)NC2CCCCC2C)cc1 (stereo unspecified)
1.4,CCC(C)(C)NC(=O)C(c1ccc(O)cc1)N(Cc1ccco1)C(=O)CCC(=O)Nc1ccccn1 (stereo unspecified)
-0.9,COC(=O)c1ccc(N/C=C/C(=O)c2ccccc2)cc1
0.4,O=C(Nc1ccc(Cl)cc1)OCCn1nnnc1C(c1ccccc1Cl)N1CCOCC1 (stereo unspecified)
-0.8,CCOC(=O)CN(C(=O)COc1nc(C)cc(C)c1C#N)c1ccc(F)cc1
-0.1,CCN1CCN(C(=O)CN(C)S(=O)(=O)c2ccc(OC)c(C)c2)CC1
-0.4,COCCCn1c(=O)cc(C)[nH]c1=S
-0.1,CCOc1ccc(N2CC(C(=O)Nc3c(C)n(C)n(-c4ccccc4)c3=O)CC2=O)cc1 (stereo unspecified)
2.0,O=C(NCc1ccncc1)c1ccc(Br)o1
-1.2,N#CCc1c(C#N)c(N)nc(N2CCCC(O)C2)c1C#N (stereo unspecified)
-1.4,CC1Cc2ccccc2N1S(=O)(=O)c1ccc2c(c1)n(C)c(=O)c(=O)n2C (stereo unspecified)
0.8,O=C(Cc1ccc(Cl)cc1)N1CCOCC1
-1.1,Oc1ccc(Nc2nc(-c3ccc(O)cc3)cs2)cc1
-0.3,C=CCn1c(SC(C)C(=O)NCc2ccc3c(c2)OCO3)nc2scc(-c3ccccc3)c2c1=O (stereo unspecified)
-0.9,COc1ccccc1C(=O)Nc1ccc(S(=O)(=O)N2CCCC2)cc1
0.6,NC(=O)c1cc2ccccc2o/c1=N\NC(=O)c1ccncc1
-2.0,Cc1ccc(S(=O)(=O)N(CC(=O)N2CCN(c3ccccc3F)CC2)C2CCCCC2)cc1
0.2,COC(=O)[C@@H](NC(=O)Nc1cc(Cl)ccc1C)C(C)C
-0.3,COc1cc(C(=S)N2CCOCC2)ccc1OC(=O)c1cc([N+](=O)[O-])c(C)c([N+](=O)[O-])c1
0.7,Cc1[nH]nc(NCCO)c1[N+](=O)[O-]
-1.1,COC(=O)C1=C(C)N=C2SC(C)C(=O)N2C1c1ccc(C(=O)OC)cc1 (stereo unspecified)
1.2,Cc1ccccc1C(=O)NNC(=S)NC(=O)c1ccc(Cl)cc1Cl
0.4,Cc1ccccc1N1CCN(C2CCCN(C(=O)c3ccccn3)C2)CC1 (stereo unspecified)
-2.7,O=C(c1ccc(N2CCOCC2)cc1)c1cccs1
-1.6,CCOc1ccc(C2NC(=O)NC(C)=C2[N+](=O)[O-])cc1OC (stereo unspecified)
-0.1,CCCCC1=CC2=C(c3ccco3)C(=O)C(C)(OC(=O)c3ccc(OC)cc3)C(=O)C2=CN1CCCCO (stereo unspecified)
2.1,Cc1ccc(C(=O)CSC2=C(C#N)C(c3ccco3)CC(=O)N2)c(C)c1 (stereo unspecified)
-1.5,CCCn1c(=O)c(C(=O)NCc2ccccc2OC)c(O)c2ccccc21
-3.1,NC(=O)CC(NC(=O)Cc1ccc(Br)cc1)c1ccc(NCc2ccc(F)cc2)c([N+](=O)[O-])c1 (stereo unspecified)
6.2,Cc1ccc(S(=O)(=O)Nc2ccc3c(c2)OCCO3)cc1C
-1.0,N/C(=N/OC(=O)c1ccccc1F)c1nonc1N
-0.3,CCOc1ccc(N2C(=O)CC(Sc3nc(C)cc(C)c3C#N)C2=O)cc1 (stereo unspecified)
-0.4,CCN(CC(=O)Nc1c(F)cccc1F)C(=O)CC1CCCC1
-1.2,Cc1sc2nc(CSCC(=O)Nc3ccc(N4CCOCC4)cc3)[nH]c(=O)c2c1C
-0.1,O=C(NCCN1CCOCC1)c1cc2c(=O)n3ccccc3nc2n1Cc1ccccc1
7.4,CN(CC(=O)Nc1ccc(Cl)cc1)C(=O)Cn1[nH]c(=O)c2ccccc2c1=O
0.3,Cc1cc(C)nc(NNC2=CC(=O)CC(C)(C)C2)n1
5.2,Cc1ccc(Cl)c(N/C=C/C(=O)c2ccccc2)c1
0.3,CCC(C)n1ncn(-c2ccc(N3CCN(c4ccc(O)cc4)CC3)cc2)c1=O (stereo unspecified)

An excerpt of these results, tab-delimited:
Molecule	TTR transcr act
CCN(CC(=O)Nc1c(F)cccc1F)C(=O)CC1CCCC1	-0.4
Cc1sc2nc(CSCC(=O)Nc3ccc(N4CCOCC4)cc3)[nH]c(=O)c2c1C	-1.2

The main list resumes, repeating the 6 entries before the break.
TTR transcr act,SMILES
-1.2,Cc1sc2nc(CSCC(=O)Nc3ccc(N4CCOCC4)cc3)[nH]c(=O)c2c1C
-0.1,O=C(NCCN1CCOCC1)c1cc2c(=O)n3ccccc3nc2n1Cc1ccccc1
7.4,CN(CC(=O)Nc1ccc(Cl)cc1)C(=O)Cn1[nH]c(=O)c2ccccc2c1=O
0.3,Cc1cc(C)nc(NNC2=CC(=O)CC(C)(C)C2)n1
5.2,Cc1ccc(Cl)c(N/C=C/C(=O)c2ccccc2)c1
0.3,CCC(C)n1ncn(-c2ccc(N3CCN(c4ccc(O)cc4)CC3)cc2)c1=O (stereo unspecified)
-1.9,CC(=O)N(CCN1CCOCC1)Cc1cc2cc3c(cc2nc1Cl)OCO3
3.2,C=CCCC1CN(Cc2ccc(OC)cc2)S(=O)(=O)c2c(Oc3ccc(C(C)C)cc3)cccc2O1 (stereo unspecified)
-0.1,Cc1cccc(CCN(C(=O)c2csnn2)C(C(=O)NC2CCCC2)c2ccco2)c1 (stereo unspecified)
4.7,COc1ccc(C)cc1NC(=S)N1CCN(c2ncccn2)CC1
5.7,CN(C)c1ccc(NC(=O)CCN2CCN(c3ccccn3)CC2)cc1
-0.1,c1ccc(COC(CN2CCCCCC2)CN2CCCCCC2)cc1
-0.7,C[C@H](NC(=O)OCc1ccccc1)P(=O)(O)O
2.3,O=C(CC(=O)NC1CCCCC1)N/N=C/c1cccc2ccccc12
0.6,CNC(=O)c1nc[nH]c1C(=O)NC
5.6,CCOC(=O)CCP(=O)(O)C(C)(O)c1ccccc1 (stereo unspecified)
-0.7,Cc1cc(C(=O)CN2C(=O)NC3(CCCC3)C2=O)c(C)n1-c1ccc2c(c1)OCO2
0.1,OC1(C(F)(F)F)CC(O)(C(F)(F)F)n2nc(-c3ccccc3)cc2N1 (stereo unspecified)
-3.3,CC(=O)Nc1ccc(N2S(=O)(=O)c3ccccc3S2(=O)=O)cc1
-1.0,O=C(NC(=S)Nc1ccc(S(=O)(=O)Nc2nccs2)cc1)c1ccccc1F
0.5,CC(C#N)Sc1nc2ccccc2c(=O)n1-c1ccccc1 (stereo unspecified)
1.5,NNC(=O)c1ccc(COc2ccc3ccccc3c2)o1
-2.1,CC(C)/C=N/Nc1nc2c(c(=O)n(C)c(=O)n2C)n1C
-0.4,COc1cnn(C(C)(C)C)c(=O)c1Cl
-2.0,CC(=O)Cc1nsc(NC(=O)c2ccc(-c3ccccc3Cl)o2)n1
21.0*,CN(C)CCNCc1ccccc1OC1CCCC1
0.3,CC(Cc1ccccc1)C(=O)NCc1ccccn1 (stereo unspecified)
-0.1,Cc1cccc(NC(=O)CCC(=O)Nc2nnc(C(F)(F)F)s2)c1
-1.0,COc1cc(C2Nc3ccc4ncccc4c3C3=C2C(=O)CCC3)cc(OC)c1O (stereo unspecified)
-0.8,CC1(C)Cc2c(c(=S)nc(-c3ccccc3)n2CCN2CCOCC2)CO1
0.4,O=S(=O)(c1ccc2ccccc2c1)N1CCN(S(=O)(=O)N2CCCCC2)CC1
-3.1,Cc1ccnc(N2CCC(C(=O)Nc3ccc4c(c3)OCCO4)CC2)n1
2.1,CC[C@@H](C)[C@@H](C(=O)N1CCN(C(=O)OC(C)(C)C)CC1)n1cc(CCCN=C(NC(=O)OC(C)(C)C)NC(=O)OC(C)(C)C)nn1
0.6,O=C(O)C1CC=C(Cl)CC1C(=O)NCc1ccccc1 (stereo unspecified)
-1.6,COc1ccc(CNS(=O)(=O)NCc2ccc(OC)c(OC)c2)cc1OC
5.5,CC(C)C(OC(=O)Cn1nnc2ccccc21)C(=O)NC1CCCC1 (stereo unspecified)
-0.9,COc1ccc(S(=O)(=O)N(C)C[C@@H]2Oc3c(NC(=O)Nc4cccc5ccccc45)cccc3C(=O)N([C@@H](C)CO)C[C@H]2C)cc1
2.0,CCC(c1nc2ccccc2[nH]1)N(C(=O)Cc1cc(OC)cc(OC)c1)c1ccc(N2CCOCC2)cc1 (stereo unspecified)
-0.9,N/C(=N\OC(=O)c1cccc2ccccc12)c1cccc([N+](=O)[O-])c1
2.1,O=C(NCCCN1CCOCC1)c1cccc(S(=O)(=O)N2CCc3ccccc32)c1
0.0,O=C(NN=C1CCCC1)c1[nH]c2ccc(Cl)cc2c1-c1ccccc1
-1.2,O=C(CSc1ncccn1)NCc1ccc(Cl)cc1
-2.5,CC(C(=O)N1CCN(Cc2ccccc2)CC1)c1ccc([N+](=O)[O-])cc1 (stereo unspecified)
1.6,O=C(C1CCN(S(=O)(=O)c2cccc([N+](=O)[O-])c2)CC1)N1CCOCC1
-2.5,CCOC(=O)c1ccc(NS(=O)(=O)c2c(N)n(C)c(=O)n(C)c2=O)cc1
5.7,COC(=O)c1cc2occc2n1Cc1ccc(Cl)cc1
0.7,COc1ccc(-c2nc3c(c(=O)[nH]c(=O)n3Cc3ccccc3)n2C)cc1
-1.2,CCCCCn1c(N)c(-c2nc3ccccc3o2)c2c([N+](=O)[O-])nn(C)c(=O)c21
